# esBAF inh – SWI/SNF esBAF complex inhibition; mouse ES cells, Bmi1-luciferase knock-in reporter, 24 h; 100% = twice the neutral-well signal; reporter increase, % at 12.5 µM; actives 2% (n = 350,000); AID 602393; in the data active means activation above about 40%;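 further: 0% = median of the plate's neutral control wells and 100% = double that signal; a rise in the Bmi1 reporter signal indicates esBAF inhibition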
# INS-1E GSIS act – primary screen for activators of insulin secretion dependent on glucose, INS-1E cells, GLuc reporter luminescence; INS-1E GLuc reporter insulin secretion, 2-3 h; activation, % at 16.6 µM; actives 0.61% (n = 370,000); AID 743287;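 active means lowest replicate activation of at least 40%, so every replicate reaches that level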;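 further: 0% = median of neutral control wells and 100% = median of IBMX positive control wells; some compounds called inactive have numbers as strong as hits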
# ARNT TACC3 PPI – disruptors of human ARNT/TACC3 interaction | Q9Y6A5 | AlphaScreen His-ARNT PAS-B/GST-TACC3 binding, luminescence; TACC3 fragment carries E629A point mutation | inhibition, % at 9.99 µM | actives 0.66% (n = 390,000) | AID 623870;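 active means mean inhibition of replicates at least 50% and at least half of replicates each reaching 50%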;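 further: 0% = complete ARNT plus TACC3 wells and 100% = ARNT alone without TACC3; many hits fall short of the cut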
# ERAP1 HTS inh – ERAP1 (human) enzyme inhibition; Q9NZ08; recombinant ERAP1, Leu-AMC fluorescence, 60 min; inhibition, % at 10.7 µM; actives 0.15% (n = 340,000);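 active means mean replicate inhibition of at least 30%, or all replicates individually reaching that 30% level; inactive means mean below 30% and not every replicate reaching it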;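 further: 0% = neutral control wells and 100% = L-leucinethiol positive control wells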
# RAD52 inh – RAD52 (human) annealing inhibition; actives 0.46% (n = 360,000); AID 651710; recombinant RAD52 DNA annealing, FRET fluorescence; inhibition, % at 18.7 µM; P43351;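 active means every replicate showing at least 50% inhibition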
# Target sequence (P43351 whole entry, looked up): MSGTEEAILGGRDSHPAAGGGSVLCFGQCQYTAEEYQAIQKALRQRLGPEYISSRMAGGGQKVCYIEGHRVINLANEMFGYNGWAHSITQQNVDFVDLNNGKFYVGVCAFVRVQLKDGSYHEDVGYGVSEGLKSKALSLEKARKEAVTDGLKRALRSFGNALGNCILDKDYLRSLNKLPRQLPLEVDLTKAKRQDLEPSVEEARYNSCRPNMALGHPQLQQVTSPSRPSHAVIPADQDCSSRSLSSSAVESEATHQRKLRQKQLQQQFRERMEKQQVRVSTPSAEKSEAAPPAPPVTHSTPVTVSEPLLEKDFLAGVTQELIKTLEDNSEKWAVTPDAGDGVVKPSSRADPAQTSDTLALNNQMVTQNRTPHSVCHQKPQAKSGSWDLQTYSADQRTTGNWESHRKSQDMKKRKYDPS
# Xi reactivation – reactivates the inactive X chromosome in mouse fibroblasts | XiGFP mouse fibroblasts, % GFP-positive cells imaging, 3 d; cells co-treated with 5-aza-dC sensitizer; scaled so ellipticine positive control = 100% | activation, % at 7.58 µM | actives 0.055% (n = 360,000) | AID 743238;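 active means mean normalized replicate activation at least 10% and every replicate at or above 10%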;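 further: 0% = median of on-plate neutral control wells and 100% = ellipticine 6 µM median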
#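 System: 68-5-11 XiGFP fibroblast line | Buffer or medium: DMEM containing 5-aza-dC | Compound: Single point | Times: Compounds 3 days, fix/stain 15 min at room temperature | Benchmarks: Positive control ellipticine, 6 µM final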
# F508del corr – correctors of CFTR F508del function in bronchial epithelial cells | CFBE cells, YFP halide quenching; stimulated with forskolin plus potentiator P3; % fluorescence drop versus neutral controls | activity (quench increase), % at 7.58 µM | actives 0.36% (n = 350,000) | AID 720511;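 active means mean added fluorescence quench of at least 8% versus neutral control, with both replicates also reaching 8%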;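 further: cells transiently co-express mutant CFTR-F508del with the halide-sensitive YFP; corrector assay measuring rescue of mutant channel to the surface after 24 h compound exposure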
# RAD54 inh – RAD54 (human) branch migration inhibition; actives 0.14% (n = 360,000); RAD54 Holliday junction branch migration, FAM/BHQ fluorescence; AID 602329; Q92698; inhibition, % at 10.4 µM;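 active means mean normalized replicate activity at least 40 and at least half of replicates scoring 40 or more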;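 further: 0% = median of neutral control wells and 100% = median of positive control wells; inhibitors cause a drop in the FAM fluorescence signal; in these data hits start at about 50%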
# * marks the source's active call; other numbers are inactive results; nt = not tested or not shown; & = joins results of further samples. Rows were taken by chance. Share with any hit: about 3.3%.
SMILES,esBAF inh,INS-1E GSIS act,ARNT TACC3 PPI,ERAP1 HTS inh,RAD52 inh,Xi reactivation,F508del corr,RAD54 inh
C[C@H](CO)N1C[C@H](C)[C@@H](CN(C)C(=O)NC2CCCCC2)Oc2ccc(NC(=O)Cc3ccccc3)cc2C1=O,-1&1,5&6,-11&-4,10,10&-3,0.3&0.0,-0.5&-1.1,0&-3
CCCCNC(=O)N(O)C1N(/N=C/c2cccs2)C(=S)SC1(C)C (stereo unspecified),nt,5,4,2,3,0.7,-1.4,nt
COc1ccccc1C(=O)Nc1c2c(nn1-c1ccc([N+](=O)[O-])cc1)CS(=O)(=O)C2,2,-2,4,2,-10,0.2,-1.2,-10
Cc1noc(C)c1NC(=O)Nc1ccc2c(c1)C(=O)N([C@H](C)CO)C[C@@H](C)[C@H](CN(C)C(=O)c1ccccc1)OCCCC[C@H](C)O2,0,8,-10,0,7,0.0,0.1,-4
CCCC#Cc1ccc2c(c1)[C@H]1[C@H](CCN1S(=O)(=O)c1cccc(F)c1)[C@H](CO)N2C,1,-16,3,1,3,0.1,3.4,-9
COc1cccc(NC(=O)CN(C)C(=O)c2cccnc2Sc2ccc(C)c(C)c2)c1,-5,-19,1,-3,-13,0.3,-0.6,nt
CC12COC3(C(=O)Nc4ccccc4)CC1CCC32C (stereo unspecified),4,-6,0,-2,-15,-0.1,0.4,-5
O=C(Nc1ccccc1)Nc1nnc(-c2ccccc2)s1,51*,-4,-7,-1,-6,0.0,1.4,-7
NS(=O)(=O)c1ccc(NC(=O)COC(=O)c2ccc3c(c2)OCCO3)cc1,-7,2,1,3,-32,0.1,2.5,-9
C[C@@H]1CCCCO[C@@H](CN(C)S(=O)(=O)c2ccc(Cl)cc2)[C@@H](C)CN([C@H](C)CO)C(=O)c2cc(NC(=O)Nc3ccc(F)cc3)ccc2O1,1,17,14,-2,7,0.1,0.1,5
C/C=C/c1ccc2c(c1)O[C@H](CN(C)C(=O)C1CCCCC1)[C@@H](C)CN([C@@H](C)CO)S2(=O)=O,-3,-19,nt,nt,nt,-0.9,-1.2,nt
C[C@@H]1CCCCO[C@H](CN(C)C(=O)Cc2ccccc2)[C@@H](C)CN([C@@H](C)CO)C(=O)c2cc(NC(=O)c3ccccc3)ccc2O1,0,-39,-3,2,5,-0.1,-1.8,-3
COCCN(Cc1cc2cc(C)ccc2n2nnnc12)C(=S)Nc1ccc(C)cc1,nt,10,-2,-3,-22,0.4,0.7,nt
CCCCN1C[C@H](CSC)[C@@H](CC(=O)Nc2ccc(Br)cc2)C1=O,-1,-25,nt,nt,-8,0.1,-1.1,2
COc1ccc(N2CCN(CCCn3cnc4c(SC)ncnc43)CC2)cc1,-2,8,nt,-1,1,-0.1,0.9,0
CCOP(=O)(Nc1cccc2oc(=O)c3ccccc3c12)OCC,23,nt,-6,10,-43,0.1,3.2,11
O=C(CCC(=O)N1CCN(c2ccccc2F)CC1)c1ccc(F)cc1,4,8,-4,-1,-27,0.2,1.5,6
Cc1noc(C)c1S(=O)(=O)N(C)C[C@H]1OCCCC[C@@H](C)Oc2ccc(NS(=O)(=O)c3ccc(F)cc3)cc2C(=O)N([C@@H](C)CO)C[C@H]1C,1,4,-5,nt,nt,0.3,-1.1,9
O=C(C1=C[C@@H](c2ccc(C(F)(F)F)cc2)C[C@@H](OCCCCO)O1)N1CCOCC1,6,-11,3,2&-2,-30&-11,0.0,-0.7&-4.0,-11
CC(C)(C)OC(=O)NCCc1onc(-c2ccc([N+](=O)[O-])cc2)c1C(=O)O,-4,-9,nt,nt,-13,0.0,2.1,1

# Profiles from above. Order of screens: esBAF inh | INS-1E GSIS act | ARNT TACC3 PPI | ERAP1 HTS inh | RAD52 inh | Xi reactivation | F508del corr | RAD54 inh
# NS(=O)(=O)c1ccc(NC(=O)COC(=O)c2ccc3c(c2)OCCO3)cc1 reads -7 | 2 | 1 | 3 | -32 | 0.1 | 2.5 | -9
# Cc1noc(C)c1S(=O)(=O)N(C)C[C@H]1OCCCC[C@@H](C)Oc2ccc(NS(=O)(=O)c3ccc(F)cc3)cc2C(=O)N([C@@H](C)CO)C[C@H]1C reads 1 | 4 | -5 | nt | nt | 0.3 | -1.1 | 9
# CCOP(=O)(Nc1cccc2oc(=O)c3ccccc3c12)OCC reads 23 | nt | -6 | 10 | -43 | 0.1 | 3.2 | 11
# C[C@H](CO)N1C[C@H](C)[C@@H](CN(C)C(=O)NC2CCCCC2)Oc2ccc(NC(=O)Cc3ccccc3)cc2C1=O reads -1&1 | 5&6 | -11&-4 | 10 | 10&-3 | 0.3&0.0 | -0.5&-1.1 | 0&-3

# More records follow:
SMILES,esBAF inh,INS-1E GSIS act,ARNT TACC3 PPI,ERAP1 HTS inh,RAD52 inh,Xi reactivation,F508del corr,RAD54 inh
Cc1noc(C)c1NC(=O)Nc1ccc2c(c1)C(=O)N([C@@H](C)CO)C[C@@H](C)[C@H](CN(C)Cc1ccc(-c3ccccc3)cc1)O2,7,-9,1,-2,1,-0.9,-1.5,3
Cc1nc(NC(=O)CSc2nnc(C3CC3)n2N)c(Cl)cc1Cl,-2,-1,-5,0,-8,0.0,-0.5,3
N#Cc1c(N)n(-c2ccc(O)cc2)c2nc3ccccc3nc12,nt,-22,-4,-7,-29,0.3,2.7,nt
CC(C)(C)C(=O)Nc1ccc(C(=O)Nc2cc(NC(=O)c3ccc(NC(=O)C(C)(C)C)cc3)cc(C(=O)O)c2)cc1,10,-5,-4,1,-15,0.1,1.3,-6
COCCNC(=O)c1cc2c(c(-c3cccc(C#CC(C)(C)O)c3)n1)[C@@H](CCO)N(S(=O)C(C)(C)C)C2 (stereo partly specified),2,-19,nt,2,-17,0.0,-1.2,-11
COc1ccc(NC(=O)N(C)C[C@@H]2OCCCC[C@H](C)Oc3ccc(NC(=O)NC4CCCCC4)cc3C(=O)N([C@H](C)CO)C[C@@H]2C)cc1,2,-14,-3,-2,-8,0.0,-1.3,-3
COc1ccc(CN(C)C[C@H]2OCCCC[C@@H](C)Oc3ccc(NS(=O)(=O)c4cn(C)cn4)cc3C(=O)N([C@H](C)CO)C[C@H]2C)cc1,0,4,-1,-6,20,-1.0,-1.2,12
CCCc1cc(=O)[nH]c(SCC(=O)N(CCOC)c2c(N)n(Cc3ccccc3)c(=O)[nH]c2=O)n1,nt,5,-8,4,-15,0.0,0.7,nt
CCOC(=O)c1sc(-c2cccc(C(F)(F)F)c2)nc1O,nt,21,-2,-2,-6,0.2,-0.7,nt
N#C/C(=C\c1ccc(Cl)cc1)C(=O)NC1CC1,nt,5,-5,0,-2,-0.1,0.0,nt
CCOc1ccc(NC(=O)CN(C)C(=O)c2ccc(NC3CC3)c([N+](=O)[O-])c2)cc1OCC,nt,0,0,5,12,0.0,0.7,nt
O=C1NC[C@H](CCCCN2C[C@H](Cc3ccc(O)cc3)N(CC3CCCCC3)C(=O)C2=O)N(CCc2ccccc2)C1=O,nt,-4,nt,5,-13,0.2,-2.4,nt
O=C(C1CC1)N1C[C@H]2[C@@H](c3ccccc31)[C@H](CO)N2C(=O)Cc1ccccn1,2,-1,5,-1,-45,0.0,-3.2,-14
CCOc1ccc(NCC(=O)c2ccc(C)cc2)cc1,nt,-56,3,-2,-3,0.1,1.0,nt
Cc1ccc(OCC(=O)Nc2ccc(S(=O)(=O)N3CCCC3)cc2)cc1,-4,3,nt,2,-1,0.7,2.5,2
O=C(NCc1ccc(F)cc1)C1CCC(CNc2c(N3CCOCC3)c(=O)c2=O)CC1 (stereo unspecified),-3,2,7,nt,-7,-0.2,-0.3,nt
COCC(C)NC(=O)c1nn(Cc2ccccc2)c(=O)c2ccccc12 (stereo unspecified),1,31,-3,3,-2,0.1,0.6,-5
Cc1cccc(-c2ccc([C@@H]3[C@@H](CO)N4CCCCN(S(=O)(=O)c5ccccc5C)C[C@H]34)cc2)c1,nt,-12,-4,-1,-81,0.1,4.2,7
COc1ccccc1CN1C2CCCC1CC(NC(=O)/C=C/c1ccccc1)C2 (stereo unspecified),nt,10,nt,-4,-5,1.0,3.6,nt
O=C(N[C@H]1C=C[C@@H](CC(=O)N2CCCCC2)O[C@@H]1CO)c1ccccn1,1,-9,-3,-1,13,-0.4,1.4,-7
CCN(CC(=O)Nc1c(F)cccc1F)C(=O)CSCc1ccc(C)cc1,-6,-9,nt,2,-6,0.2,-3.6,1
Cc1ccc(C)c(S(=O)(=O)Nc2nc(C)c(C(=O)Nc3ccccc3)s2)c1,nt,-34,nt,0,-22,-0.1,nt,-10
CCOC(=O)c1cc2cc3ccccc3cc2oc1=O,31,-37,1,3,-15,0.0,0.3,5
O=C(C1CC1)N1CC(=O)N2[C@H](CO)[C@@H](c3ccc(-c4ccccc4F)cc3)[C@H]2C1,nt,1,nt,3,-1,0.0,1.4,nt
O=C1c2ccccc2S(=O)(=O)N1CC(O)Cn1c2ccccc2c2ccccc21 (stereo unspecified),nt,8,nt,0,1,nt,nt,3
Cc1nc2c(ccc3c([N+](=O)[O-])cccc32)c(C)c1C,13,-2,10,3,-5,0.0,-1.3,1

# Rewritten with each value named: part of the list above.
> Cc1ccc(C)c(S(=O)(=O)Nc2nc(C)c(C(=O)Nc3ccccc3)s2)c1
  esBAF inh: nt	INS-1E GSIS act: -34	ARNT TACC3 PPI: nt	ERAP1 HTS inh: 0	RAD52 inh: -22	Xi reactivation: -0.1	F508del corr: nt	RAD54 inh: -10
> CCOC(=O)c1cc2cc3ccccc3cc2oc1=O
  esBAF inh: 31	INS-1E GSIS act: -37	ARNT TACC3 PPI: 1	ERAP1 HTS inh: 3	RAD52 inh: -15	Xi reactivation: 0.0	F508del corr: 0.3	RAD54 inh: 5
> O=C(C1CC1)N1CC(=O)N2[C@H](CO)[C@@H](c3ccc(-c4ccccc4F)cc3)[C@H]2C1
  esBAF inh: nt	INS-1E GSIS act: 1	ARNT TACC3 PPI: nt	ERAP1 HTS inh: 3	RAD52 inh: -1	Xi reactivation: 0.0	F508del corr: 1.4	RAD54 inh: nt
> O=C1c2ccccc2S(=O)(=O)N1CC(O)Cn1c2ccccc2c2ccccc21 (stereo unspecified)
  esBAF inh: nt	INS-1E GSIS act: 8	ARNT TACC3 PPI: nt	ERAP1 HTS inh: 0	RAD52 inh: 1	Xi reactivation: nt	F508del corr: nt	RAD54 inh: 3
